# Rac1 GTP hydrolysis: MgcRacGAP GTPase-activating activity inhibitors, confirmation, biochemical, ADP Hunter fluorescence. Rac GTPase-activating protein 1 (Homo sapiens). MgcRacGAP-stimulated Rac1 GTP hydrolysis, ADP Hunter fluorescence; higher % means a stronger effect; GST-tagged Rac1 F28L mutant substrate. one-dose inhibition, % at 30 µM; IC50 in µM for titrated hits. hit rate 0.6% among 340,000;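 active = first-screen hits whose inhibition reached a set limit at any dose in the follow-up dose series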;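 note: fluorescence reports GDP produced by GAP-driven GTP hydrolysis; strong numbers were not always called active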
# GPR55 LPI antagonism: GPR55 antagonists blocking LPI-driven arrestin recruitment, primary screen, imaging, U2OS, beta-arrestin-GFP, LPI agonist (AID 2013); U2OS GPR55 beta-arrestin-GFP translocation imaging, LPI antagonism; higher % means a stronger effect; one-dose inhibition, % at 10 µM; IC50 in µM for titrated hits; hit rate 0.13% among 290,000; G-protein coupled receptor 55 (Homo sapiens);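 active = spots per cell inhibited over 60%, with over 100 cells counted and total cytoplasm intensity under 500,000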;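 note: U2OS cells stably carrying GPR55 and arrestin-GFP stimulated by 5 µM LPI near EC80; imaged beta-arrestin-GFP aggregate spots per cell after agonist stimulation; plate controls were LPI-stimulated DMSO wells for no effect and DMSO wells without LPI for full effect; some results filed as inactive read as strong as hits; confirmed hits need IC50 under 10 µM and bright autofluorescent wells are also inconclusive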
# NOD2 inhibition: NOD2 signaling inhibitors, cell-based, luminescence, uHTS, HEK293 (AID 1566); HEK293 NOD2/NF-kB luciferase reporter, luminescence; higher % means a stronger effect; inhibition, % at 4 µM; hits with a dose series show EC50 in µM; hit rate 0.63% among 290,000; note: many of its hits are not listed in these tables
# KOR beta-arrestin-1: KOR agonists, beta-arrestin recruitment, primary screen, cell-based, luminescence, uHTS (AID 1777) | Kappa-type opioid receptor (Homo sapiens) | one-dose activation, % at 10 µM; EC50 in µM for titrated hits | KOR beta-arrestin recruitment, luminescence; higher % means a stronger effect | hit rate 0.02% among 280,000; in the data active = activation above about 50%, passing the limit was not always enough; note: a part of the inactive calls stands beside numbers as strong as those of hits
# GPR55 activation: GPR55 agonists via beta-arrestin recruitment, primary screen, imaging, U2OS cells, beta-arrestin-GFP redistribution (AID 1961) | hit rate 0.048% among 290,000 | U2OS GPR55 beta-arrestin-GFP redistribution imaging; higher % means a stronger effect | one-dose activation, % at 10 µM; EC50 in µM for titrated hits | G-protein coupled receptor 55 (Homo sapiens);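 active = activation above 40% with more than 50 cells counted in the well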;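 note: U2OS osteosarcoma cells stably expressing GPR55 and beta-arrestin-GFP; plate controls were DMSO negative control for no effect and LPI positive control for full effect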
# NOD1 inhibition: NOD1 signaling inhibitors, primary screen, cell-based, luminescence, uHTS (AID 1578); NOD1-driven NF-kB luciferase reporter cells, luminescence; higher % means a stronger effect; inhibition, % at 4 µM; hits with a dose series show EC50 in µM; hit rate 1% among 290,000; in the data active = inhibition mostly above about 36%, no sharp cut-off; inactive = mostly below about 34%;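 note: HEK-293T reporter cells stimulated with the NOD1 agonist gamma-tri-DAP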
# HIV peptide binding: inhibitors of HIV fusion peptide binding, primary screen, biochemical, uHTS, fluorescence dequenching (AID 1986); cell-free peptide binding, fluorescence dequenching, 30 min; higher % means a stronger effect; inhibition, % at 20 µM; hits with a dose series show IC50 in µM; hit rate 0.3% among 290,000; in the data active = inhibition mostly above about 52%, no sharp cut-off; inactive = mostly below about 76%; note: some results filed as inactive read as strong as hits
# KOR beta-arrestin-2: KOR antagonists, beta-arrestin recruitment, cell-based, luminescence, uHTS (AID 1778) | hit rate 0.091% among 290,000 | KOR beta-arrestin recruitment, luminescence, antagonist mode; higher % means a stronger effect | Kappa-type opioid receptor (Homo sapiens) | inhibition, % at 10 µM; hits with a dose series show IC50 in µM; note: strong numbers were not always called active
# Large T inhibition: SV40 large T antigen inhibitors, biochemical (AID 1903) | SV40 large T antigen ATPase/helicase inhibition assay; higher % means a stronger effect | one-dose inhibition, % at 20 µM; IC50 in µM for titrated hits | hit rate 0.39% among 310,000; in the data active = a potency from the dose series; note: strong numbers were not always called active
# The depositor's hits bear a star; . = no result given; [ ] = remark or other dose. Cut-off read from the data, not from the text of the source, unless noted: active = inhibition above about 50%; inactive = the rest. Not all compounds are listed. The share of hits here may be higher or lower than overall.
# Values run as follows: Rac1 GTP hydrolysis	GPR55 LPI antagonism	NOD2 inhibition	KOR beta-arrestin-1	GPR55 activation	NOD1 inhibition	HIV peptide binding	KOR beta-arrestin-2	Large T inhibition
1) Cc1ccc(C)c(OC2=NS(=O)(=O)c3ccccc32)c1
→ 3.0%	8.2%	0.9%	7.0%	-0.1%	-37.4%	0.2%	-44.9%	8.1%
2) CCOC(=O)C1=C(C)NC(C)=C(C(=O)OCC)C1C(=O)OCC(=O)N1CCc2ccccc2C1
→ 4.2%	16.5%	24.5%	-1.0%	-0.1%	-4.7%	-4.6%	5.5%	-1.6%
3) CSc1ncc(Cl)c(C(=O)Nc2cccc3ccccc23)n1
→ -5.2%	3.0%	6.2%	-0.3%	-0.2%	-29.0%	1.0%	-2.7%	25.5%
4) O=C(NCc1ccccn1)Nc1ccccc1F
→ 5.6%	0.1%	-16.1%	2.4%	-0.1%	-26.8%	0.2%	-31.0%	8.0%
5) Cc1ccc(C)c(N2CCN(C(=O)CSc3ccsc3[N+](=O)[O-])CC2)c1
→ -13.3%	3.3%	-15.4%	1.9%	0.5%	-27.3%	8.7%	11.8%	11.9%
6) CC(C)(C)NC(=O)c1ccc2c(c1)CCO2
→ -2.5%	7.4%	-2.5%	-3.4%	0.6%	-10.1%	1.1%	23.8%	8.3%
7) CC(C)NC(=O)NC(=O)CSc1ncc(C(F)(F)F)cc1Cl
→ 6.5%	3.9%	-2.4%	-2.9%	-0.1%	5.1%	0.4%	28.5%	10.1%
8) Cn1c(=O)c(C(=O)NCCc2ccccc2)c(O)c2ccccc21
→ 10.6%	11.2%	17.4%	2.8%	0.9%	-14.3%	-0.2%	1.5%	4.6%
9) COc1ccc2[nH]c(C)c(C(=O)CN3CCOCC3)c2c1
→ 14.2%	-3.2%	-17.9%	6.7%	0.0%	9.0%	0.5%	-81.9%	10.4%
10) COC(=O)C(NC(=O)Nc1ccccc1OC)C(C)C (configuration not stated)
→ 4.3%	4.8%	14.5%	-0.2%	-0.1%	-4.5%	0.0%	20.9%	7.7%
11) COc1ccc(N2CC(O)=C(c3nc(-c4ccccc4)cs3)C2=N)cc1
→ -8.1%	7.2%	-13.2%	21.6%	-0.1%	-12.2%	-0.6%	13.5%	13.3%
12) COc1cccc(-n2cn[nH]c2=S)c1
→ -5.7%	1.0%	14.3%	-5.7%	0.0%	-15.8%	-1.0%	18.7%	-0.6%
13) Cc1nc2sccc2c(=O)n1-c1cccc(Cl)c1
→ 5.0%	-2.7%	4.5%	1.2%	0.0%	0.7%	-0.8%	5.3%	14.0%
14) CCOC(=O)C1=C(CC)OC(N)=C(C#N)C1c1cccs1 (configuration not stated)
→ 1.3%	-9.7%	23.9%	-1.5%	-0.1%	8.8%	1.5%	25.5%	10.7%
15) N#Cc1c(N)nc(Sc2ccc(Cl)cc2)c(C#N)c1-c1ccccc1Cl
→ 8.2%	-11.8%	13.7%	1.0%	0.5%	83.1%*	-0.3%	18.3%	6.4%
16) CCOC(=O)C1C(=O)CC(C)(O)C(C(=O)OCC)C1c1ccc(F)cc1 (configuration not stated)
→ 7.9%	2.9%	6.5%	1.5%	-0.1%	9.6%	2.0%	-0.8%	2.7%
17) CC1=C(C(=O)OCC(C)C)C(c2ccc(F)cc2)NC(=O)N1 (configuration not stated)
→ -0.4%	0.7%	16.0%	.	-0.3%	-7.8%	-0.3%	0.4%	9.7%
18) COc1cc(/C=N/NC(=O)c2ccccc2)ccc1O
→ 29.9µM*	4.4%	-6.3%	5.3%	-0.1%	-37.7%	-1.6%	-4.6%	10.5µM*
19) O=C(NCCc1ccccc1)c1ccccc1Cl
→ -5.0%	10.2%	-61.8%	-6.0%	-0.2%	-3.4%	0.0%	3.0%	7.0%
20) Cc1ccc(S(=O)(=O)CCN2CCN(c3ccccc3)CC2)cc1
→ 2.6%	4.4%	3.2%	-4.9%	0.2%	6.3%	2.5%	-7.3%	1.6%

# Seven of the compounds above, with tabs.
No.	Molecule	Rac1 GTP hydrolysis	GPR55 LPI antagonism	NOD2 inhibition	KOR beta-arrestin-1	GPR55 activation	NOD1 inhibition	HIV peptide binding	KOR beta-arrestin-2	Large T inhibition
1	Cc1ccc(C)c(OC2=NS(=O)(=O)c3ccccc32)c1	3.0%	8.2%	0.9%	7.0%	-0.1%	-37.4%	0.2%	-44.9%	8.1%
2	CCOC(=O)C1=C(C)NC(C)=C(C(=O)OCC)C1C(=O)OCC(=O)N1CCc2ccccc2C1	4.2%	16.5%	24.5%	-1.0%	-0.1%	-4.7%	-4.6%	5.5%	-1.6%
3	CSc1ncc(Cl)c(C(=O)Nc2cccc3ccccc23)n1	-5.2%	3.0%	6.2%	-0.3%	-0.2%	-29.0%	1.0%	-2.7%	25.5%
4	O=C(NCc1ccccn1)Nc1ccccc1F	5.6%	0.1%	-16.1%	2.4%	-0.1%	-26.8%	0.2%	-31.0%	8.0%
5	Cc1ccc(C)c(N2CCN(C(=O)CSc3ccsc3[N+](=O)[O-])CC2)c1	-13.3%	3.3%	-15.4%	1.9%	0.5%	-27.3%	8.7%	11.8%	11.9%
6	CC(C)(C)NC(=O)c1ccc2c(c1)CCO2	-2.5%	7.4%	-2.5%	-3.4%	0.6%	-10.1%	1.1%	23.8%	8.3%
7	CC(C)NC(=O)NC(=O)CSc1ncc(C(F)(F)F)cc1Cl	6.5%	3.9%	-2.4%	-2.9%	-0.1%	5.1%	0.4%	28.5%	10.1%

# Continuation.
# Values run as follows: Rac1 GTP hydrolysis	GPR55 LPI antagonism	NOD2 inhibition	KOR beta-arrestin-1	GPR55 activation	NOD1 inhibition	HIV peptide binding	KOR beta-arrestin-2	Large T inhibition
21) COc1ccc2c(c1)CCc1c(C(=O)Nc3c(C)n(C)n(-c4ccccc4)c3=O)noc1-2
→ -7.0%	16.5%	15.1%	-0.7%	-0.1%	-0.4%	4.7%	7.5%	-1.8%
22) O=C(Nc1ccccc1)N(CCc1nc2ccccc2[nH]1)C1CCCC1
→ 0.5%	-2.3%	4.8%	0.1%	-0.1%	-16.0%	-2.6%	3.0%	3.2%
23) COc1ccc2c(-c3ccccc3)cc(N3CCOCC3)nc2c1
→ 39.8%	43.2%	2.7%	4.0%	0.0%	-10.3%	-0.1%	-25.0%	13.8%
24) CCOc1ccc(NC(=O)c2ccc(Cn3nc(C)cc3C)o2)cc1
→ 3.2%	13.3%	25.1%	3.8%	0.2%	-5.0%	-1.8%	-7.2%	7.8%
25) CC(NC(=O)CCc1ccccc1)c1ccc2c(c1)OCO2 (configuration not stated)
→ 8.8%	-2.9%	-1.1%	3.6%	-0.2%	33.1%	0.0%	-38.7%[20 µM]	-1.4%
26) COc1ccc(C(=O)NCCc2nnc3ccc(SCC(=O)Nc4cc(C)on4)nn23)cc1
→ 0.4%	-0.5%	5.9%	-3.6%	0.3%	-32.1%	1.9%	-6.0%	8.3%
27) COc1ccc(-n2c(CN3CCN(c4ccccc4OC)CC3)nc3ccc([N+](=O)[O-])cc3c2=O)c(OC)c1
→ 7.7%	3.1%	23.0%	0.0%	-0.1%	-0.4%	0.4%	18.7%	.
28) Fc1ccc(-c2cc(C(F)(F)F)nc(N3CCCCC3)n2)cc1
→ 7.5%	0.8%	7.0%	2.9%	0.2%	12.1%	-0.5%	-9.3%	-1.0%
29) COc1cc(OC)cc(C(=O)NNC(=O)C2CCCC2)c1
→ 5.5%	7.8%	-46.3%	7.9%	0.0%	39.5%	-1.1%	-12.9%	6.8%
30) O=C(O)/C(=C\c1ccccc1)c1ccccc1
→ -5.4%	-4.3%	-7.9%	1.0%	0.4%	-7.1%	-0.8%	12.6%	0.2%
31) COc1ccc(CCNC(=O)C2CC(=O)N(c3ccc(C)cc3)C2)cc1OC (configuration not stated)
→ 2.7%	0.7%	-1.3%	-1.1%	-0.2%	-14.6%	0.7%	6.3%	25.1%
32) Cc1ccc(C2CC(=O)C(C=NCCN3CCN(C(=S)Nc4ccccc4)CC3)=C(O)C2)cc1 (configuration not stated)
→ 3.8%	0.1%	16.4%	-1.3%	-0.1%	-17.8%	-0.7%	13.2%	10.6%
33) COc1ccc2oc(=O)c(C(=O)NCCc3ccc(OC)c(OC)c3)cc2c1
→ 8.6%	-3.0%	5.3%	1.0%	0.2%	-17.7%	-0.5%	-28.1%[20 µM]	-2.8%
34) O=C1CC(c2ccc3c(c2)OCCO3)Oc2ccc([N+](=O)[O-])cc21 (configuration not stated)
→ 9.6%	13.7%	-39.4%	-3.5%	-0.1%	-11.6%	0.2%	4.3%	2.3%
35) CCCC(=O)NC(C)c1nc2ccccc2[nH]1 (configuration not stated)
→ 2.0%	7.1%	10.2%	-0.6%	0.2%	3.5%	0.6%	-9.1%	4.3%
36) CCc1cccc(NC(=O)CCCN2C(=O)C(c3ccccc3)Oc3cccnc32)c1 (configuration not stated)
→ 7.1%	6.0%	8.3%	0.4%	-0.2%	-16.1%	1.4%	21.7%	16.3%
37) Cc1cc(NC(=O)CSc2nc(C(C)C)nc3sc4c(c23)CCC(C)C4)no1 (configuration not stated)
→ 4.8%	3.4%	-0.8%	-1.3%	-0.1%	26.6%	12.0%	-24.2%	5.9%
38) CCOC(=O)c1c(NC(=S)Nc2ccccc2)sc2c1CC(C)(C)SC2
→ 6.9%	10.0%	12.0%	-2.1%	0.0%	26.5%	14.4%	-15.5%	13.0%
39) CC(C)c1ccc(NC2CCCN(C(=O)CCN3Cc4ccccc4C3=O)C2)cc1 (configuration not stated)
→ 4.8%	9.2%	-1.3%	3.9%	0.2%	6.3%	0.8%	-19.8%	1.9%
40) CCOC(=O)Cc1csc(NS(=O)(=O)c2ccc(F)cc2)n1
→ 12.1%	21.2%	18.8%	-1.5%	0.6%	.	-1.0%	20.6%	6.7%
41) C=CCN1C(=O)c2ccccc2NC1c1ccc(Br)s1 (configuration not stated)
→ 9.3%	27.1%	0.2%	-0.2%	-0.1%	-20.7%	0.4%	20.7%	7.7%
42) C=CCn1c(SCc2cc(C(=O)OC)c(C)o2)nnc1-c1ccncc1
→ 7.7%	2.0%	18.4%	-8.1%	0.4%	21.4%	-1.9%	-12.5%	4.7%
43) C/C(=N\NC(=O)Cc1ccc(Cl)c(Cl)c1)c1cccnc1
→ 6.2%	7.8%	26.5%	-0.6%	0.2%	-3.1%	-2.1%	-1.0%	5.6%
44) CCn1c(C)cc(/C=C2\SC(=O)N(CC(=O)Nc3ccc(C)c(C)c3)C2=O)c1C
→ 8.4%	5.2%	-10.1%	7.3%	-0.1%	-9.3%	-0.4%	-7.9%	14.8%
45) COc1ccc2oc(C(=O)NC(C)(C)C)c(C)c2c1
→ -0.1%	-3.1%	-74.2%	-5.2%	-0.4%	-42.6%	-1.0%	15.4%	-0.8%
46) CCN1C(=O)/C(=C2\SC(=S)N(NC(=O)c3cccnc3)C2=O)c2ccccc21
→ 14.9%	1.3%	-3.5%	0.3%	0.0%	0.3%	-0.2%	1.7%	22.6%

# Source: PubChem
